XBP1 UPR activ: activators of adaptive arm of unfolded protein response (XBP1). CHO-XBP1 luciferase reporter, IRE1-XBP1 UPR activation, luminescence; percent of tunicamycin response, DMSO as zero. activation, % at 20 µM. hit rate 0.33% among 330,000. AID 463104;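 active = versus positive control, 20 µM dose yields 30% or more activation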;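 note: 100% = tunicamycin at 10 µg/mL and 0% = DMSO only wells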
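Signal: luciferase luminescence; Assay system: CHO-XBP1 luciferase reporter cells; Amount: one thousand reporter cells per well; Dosing: 20 µM single concentration, DMSO 1%; Benchmarks: high control tunicamycin 10 µg/mL final, low control DMSO vehicle only; Schedule: 6 h compound exposure at 37 °C, 5% CO2; Evaluation: percent activation relative to tunicamycin reference.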
Jurkat NFkB inh: lowers PMA/ionomycin-induced NF-kB signal in Jurkat cells | PMA/ionomycin-induced NF-kB luciferase reporter, luminescence | inhibition, % at 4 µM | hit rate 0.53% among 330,000; in the data active = inhibition above about 50%
CHOP UPR activ: activators of apoptotic arm of unfolded protein response (CHOP) | CHO-CHOP luciferase reporter, UPR activation, luminescence; percent of tunicamycin response over DMSO baseline | activation, % at 10 µM | hit rate 0.34% among 330,000 | AID 449763;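 active = at 10 µM dose, activation of 40% or more, normalized to positive control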;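 note: 100% = tunicamycin at 10 µg/mL and 0% = DMSO alone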
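Evaluation: % reporter activation, DMSO baseline versus tunicamycin full activation; System: CHO-CHOP luciferase reporter cell line; Input: 500 cells/well; Incubation: 6 h compound treatment, 37 °C; Measured by: Steady-Glo luciferase luminescence; Dosing: one dose, 10 µM in 0.5% DMSO; Buffer or medium: F12 medium, 10% FBS; Benchmarks: positive tunicamycin 10 µg/mL, negative DMSO alone.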
tim23-1 inh: tim23-1 yeast growth inhibition. S. cerevisiae tim23-1 growth, BacTiter-Glo luminescence, 24 h. inhibition, % at 20 µM. hit rate 1.3% among 330,000;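 active = growth inhibition of the mutant yeast at or above 50%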;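 note: temperature-sensitive mutant grown at 25 °C; plate controls were DMSO-treated mutant yeast for no effect and medium wells lacking yeast for full effect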
697 NFkB inh: lowers PMA/ionomycin-induced NF-kB signal in 697 B cells; 697 B-cell NF-kB luciferase reporter, 16 h; hit rate 0.33% among 330,000; AID 435022; inhibition, % at 4 µM; in the data active = inhibition above about 35%
TIM10 inh: inhibits growth of TIM10 yeast strain; S. cerevisiae TIM10 strain growth, BacTiter-Glo luminescence, 24 h; inhibition, % at 10 µM; hit rate 1.4% among 330,000; AID 463195;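 active = inhibition of 40% or more at the single tested concentration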;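 note: wild-type TIM10 isogenic control strain grown at permissive 25 °C; 0% = DMSO yeast wells and 100% = minimal medium wells without yeast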
tim10-1 inh: tim10-1 yeast growth inhibition; S. cerevisiae tim10-1 ts strain growth, BacTiter-Glo, 24 h; inhibition, % at 20 µM; hit rate 2.2% among 330,000;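 active = inhibition of at least 40%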;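 note: mutant grown at 25 °C; 0% = DMSO wells with yeast and 100% = wells holding no yeast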
Mdm2-MdmX inh: inhibitors of human Mdm2/MdmX interaction. SaOS-2 split-luciferase Mdm2/MdmX complementation, luminescence. O15151+Q00987. inhibition, % at 8 µM. AID 485346. hit rate 3% among 330,000;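 active = inhibition of at least 50% at 8 µM in the primary screen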
Target sequence (O15151 whole entry, looked up): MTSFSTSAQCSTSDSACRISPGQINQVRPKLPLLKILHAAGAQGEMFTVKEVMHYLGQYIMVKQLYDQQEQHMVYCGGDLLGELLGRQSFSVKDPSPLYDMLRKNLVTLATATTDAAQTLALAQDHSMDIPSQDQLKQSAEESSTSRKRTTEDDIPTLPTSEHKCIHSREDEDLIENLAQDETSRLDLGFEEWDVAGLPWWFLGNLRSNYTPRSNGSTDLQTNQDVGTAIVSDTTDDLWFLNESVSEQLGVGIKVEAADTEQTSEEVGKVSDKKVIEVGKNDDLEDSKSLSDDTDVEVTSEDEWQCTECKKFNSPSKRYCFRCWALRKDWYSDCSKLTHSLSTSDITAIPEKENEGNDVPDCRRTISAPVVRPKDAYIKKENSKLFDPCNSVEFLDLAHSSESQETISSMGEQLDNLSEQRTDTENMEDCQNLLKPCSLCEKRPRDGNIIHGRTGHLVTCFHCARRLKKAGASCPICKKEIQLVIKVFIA
Target sequence (Q00987 whole entry, looked up): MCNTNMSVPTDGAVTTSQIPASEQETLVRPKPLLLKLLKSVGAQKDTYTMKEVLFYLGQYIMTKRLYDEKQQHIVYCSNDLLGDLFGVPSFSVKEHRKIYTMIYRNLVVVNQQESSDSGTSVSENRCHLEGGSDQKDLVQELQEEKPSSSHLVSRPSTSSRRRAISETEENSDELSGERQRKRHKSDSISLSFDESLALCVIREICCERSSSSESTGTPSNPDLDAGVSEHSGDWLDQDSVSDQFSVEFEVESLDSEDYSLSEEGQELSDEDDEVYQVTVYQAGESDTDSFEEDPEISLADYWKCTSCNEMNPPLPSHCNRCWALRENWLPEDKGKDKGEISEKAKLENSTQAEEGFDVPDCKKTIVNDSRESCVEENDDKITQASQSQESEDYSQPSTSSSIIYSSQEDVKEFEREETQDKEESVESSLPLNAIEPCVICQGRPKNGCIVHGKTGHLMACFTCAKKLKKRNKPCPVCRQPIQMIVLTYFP
Active calls of the source: *.

Each structure is followed by: CHOP UPR activ, 697 NFkB inh, Mdm2-MdmX inh, tim10-1 inh, Jurkat NFkB inh, XBP1 UPR activ, tim23-1 inh, TIM10 inh
(1) CC1(c2ccc3ccccc3c2)NC(=O)N(CC(=O)N2CCN(S(=O)(=O)c3ccccc3F)CC2)C1=O (stereo unspecified)
→ 0.3, -15, 9, 5, 14, -4, 6, 7
(2) COc1cccc(OCc2nc3ccccc3[nH]2)c1
→ 3.4, -103, -84, -8, -106, 2, 8, 0
(3) CC12CCC(C(=O)N(CCCCN3CCN(c4ccccn4)CC3)C1=O)C2(C)C (stereo unspecified)
→ 3.7, -7, 16, -1, 5, -4, 10, -12
(4) CC(=O)N1CN(S(=O)(=O)c2ccc(C)cc2)CC1C (stereo unspecified)
→ 1.9, -1, 17, 20, 8, -4, 9, 8
(5) CC(C)(C)c1ccc(NC(=O)Nc2ccc(F)cc2)cc1
→ 5.6, -255, -135, 12, -170, 2, 11, 18
(6) CCCNC(=O)N1CCN(S(C)(=O)=O)CC1
→ 1.0, 10, 30, 2, 6, 0, 0, 8
(7) O=C(/C=C/c1ccc([N+](=O)[O-])cc1)NCc1ccccn1
→ 1.2, -1, 1, 6, -3, -3, 17, -8
(8) CN(C)CCCN(Cc1cc2cc3c(cc2[nH]c1=O)OCO3)C(=S)NCc1ccco1
→ -0.4, -8, 12, 7, -17, 0, 9, -6
(9) C/C(=N\NC(=S)Nc1ccccc1C)C1Cc2ccccc2C(=O)O1 (stereo unspecified)
→ -0.1, 1, 19, 20, 0, -3, 27, 31
(10) COc1c(C(=O)Nc2ccc(CN3CCOCC3)cc2)cc2ccccc2c1Br
→ 1.4, -57, 38, -11, 17, -6, 30, -33
(11) CC(C)(C)CC(=O)NC(=S)Nc1ccccc1[N+](=O)[O-]
→ -0.3, -4, 11, 8, -4, -1, 14, 15
(12) O=c1[nH]c(-c2ccccc2)ncc1Oc1ccccc1
→ -1.5, 1, 2, 10, -9, 2, 23, 19
(13) Cc1ccc(CN(C)C(=O)c2cc(COc3ccc(F)cc3Cl)on2)o1
→ -0.8, -14, -10, 21, -22, -5, 16, -1
(14) O=C1COc2ccc(S(=O)(=O)CCC(=O)N3CCN(c4ccccc4)CC3)cc2N1
→ -0.4, 15, 22, 2, 18, -3, 3, 4
(15) O=[N+]([O-])c1ccccc1/C=C/CN1CCCC(CO)C1 (stereo unspecified)
→ 0.0, -11, 3, -16, 6, -2, -7, -25
(16) O=S(=O)(c1cccc(C(F)(F)F)c1)N1CCN(S(=O)(=O)c2ccc3c(c2)OCCO3)CC1
→ 0.2, 16, 9, 1, 11, -2, -11, 0
(17) CCc1cc2c(=O)nc3n(c2s1)Cc1ccccc1/C3=C(/O)c1ccc(F)cc1
→ 5.1, -37, 49, 44*, 10, 4, 43, 19
(18) O=C(Nc1ncn[nH]1)c1cc(S(=O)(=O)Nc2cccc(C(F)(F)F)c2)ccc1Cl
→ 0.5, 29, 17, 15, 6, -3, -11, -31
(19) Cc1ccc(NC(=O)c2cc(=O)c3ccccc3o2)cc1
→ 2.8, -47, -42, 24, -46, 0, 16, 6
(20) O=C(CCCCCn1c(=S)[nH]c2ccc(N3CCOCC3)cc2c1=O)NC1CCN(Cc2ccccc2)CC1
→ -0.7, -38, 29, 12, 13, 0, -2, 6

Only XBP1 UPR activ and tim10-1 inh, for some of the entries so far:
| no. | Structure | XBP1 UPR activ | tim10-1 inh |
| --- | --- | --- | --- |
| 14 | O=C1COc2ccc(S(=O)(=O)CCC(=O)N3CCN(c4ccccc4)CC3)cc2N1 | -3 | 2 |
| 15 | O=[N+]([O-])c1ccccc1/C=C/CN1CCCC(CO)C1 (stereo unspecified) | -2 | -16 |
| 16 | O=S(=O)(c1cccc(C(F)(F)F)c1)N1CCN(S(=O)(=O)c2ccc3c(c2)OCCO3)CC1 | -2 | 1 |

(next part)
Each structure is followed by: CHOP UPR activ, 697 NFkB inh, Mdm2-MdmX inh, tim10-1 inh, Jurkat NFkB inh, XBP1 UPR activ, tim23-1 inh, TIM10 inh
(21) O=C(NNC(=S)NC(=O)c1ccccc1)c1ccc([N+](=O)[O-])cc1
→ 0.0, -30, -6, 15, -18, -6, 14, 12
(22) Cc1cc(C)c(OCC(=O)N/N=C/c2ccco2)c(C)c1
→ -0.9, 5, 15, 37, -18, -2, 1, 19
(23) CSc1ccc(CN2CCN(C3CCCC3)C(CCO)C2)cc1 (stereo unspecified)
→ -2.5, 12, -3, -4, 15, 2, 2, 4
(24) COc1ccc(CC(=O)Nc2ccc(/C(C)=N\NC(=O)c3ccc(Br)o3)cc2)cc1
→ 0.9, 14, 34, -2, 6, -3, 7, -2
(25) O=C(CNC(=O)c1ccco1)NCc1nc2ccccc2[nH]1
→ 2.6, 7, 5, 1, 4, -3, 3, 3
(26) O=C(Nc1ccc(Br)cc1)c1ccc(N2C(=O)C3CCCCC3C2=O)cc1 (stereo unspecified)
→ -0.3, -3, 22, -9, -4, -5, -3, 2
(27) Cc1cccc(NC2=NC(C)(C)N=C(N)N2)c1
→ -2.7, -40, 34, 0, 40, -3, -3, 0
(28) CC(=O)c1csc(Nc2ccccc2Cl)n1
→ 4.4, -102, 2, -1, -62, 4, -2, -54
(29) CN(C)C(=O)N1CCC(C(=O)NCc2ccccc2)CC1
→ -2.3, -19, -15, -6, -13, -2, 6, 0
(30) COc1ccc(Cc2nc(-c3cccs3)no2)cc1
→ 5.3, -16, -6, 3, -33, 0, 5, -6
(31) COc1cccc(/C=C2/Sc3ccc(C(=O)NCCN4CCCC4)cc3NC2=O)c1
→ 0.1, 6, 58*, 21, -6, 1, 15, -1
(32) COc1cc(-c2ccc3oc(-c4ccsc4)c(C#CC4(O)CCCCC4)c3c2)cc(OC)c1OC
→ 1.9, -5, 52*, 2, 2, 7, -11, -3
(33) Cc1nnc(C)n1/N=C/c1cc2ccccc2nc1Cl
→ 0.0, 7, 32, 10, -15, -1, 14, 7
(34) Cc1cc(F)ccc1NC(=S)NC1CCCC1
→ 3.4, 0, 16, 5, 7, -2, -5, -6
(35) COc1cccc(N2CCN(C(=O)c3ccc4nc(N5CCCCC5)sc4c3)CC2)c1
→ 3.8, -96, 5, 40, -27, 6, 25, 9
(36) COc1cnc(-c2ccccn2)nc1Oc1ccc(Cl)c2ccccc12
→ 28, -8, 52*, 37, 3, 31*, 40, 53*
(37) COc1cc(C(=O)NCCCCc2ccccc2)cc(OC)c1OC
→ 0.7, 2, -14, 1, 2, 3, 11, -7
(38) COc1ccc(-c2csc(N(CCCN(C)C)C(=O)c3ccccc3Cl)n2)cc1
→ 1.6, -12, 71*, 26, -1, 1, 18, 20
(39) COc1ccc(NC(=O)COc2ccc(N(C)S(=O)(=O)c3ccc(Cl)cc3)cc2)cc1OC
→ 10, -18, 5, 24, 37, 0, 21, 6
(40) COc1ccc(-c2nc(CS(=O)(=O)CC(=O)NCc3cccc(OC)c3OC)c(C)o2)cc1
→ -0.1, -3, 17, 1, 4, -4, 29, 10
(41) CN(CC(=O)Nc1ccc(F)c(F)c1F)C(=O)CC1OC(=O)c2ccccc21 (stereo unspecified)
→ -0.9, -10, -3, -13, -2, 1, 2, 9
(42) O=C(NCc1ccc(F)cc1)c1cc(-c2ccco2)on1
→ -0.5, 9, -9, -2, -3, 0, 24, -2
(43) COc1ccc(CNC(=O)c2cc(-c3ccncc3)nc3c(C)cc(C)cc23)cc1OC
→ 1.5, 1, 15, 10, -14, -2, 15, -3
(44) Nc1ncc(-n2cncn2)c(-c2ccccc2)n1
→ -0.9, 15, 23, -9, 10, -1, 7, -7
(45) Cc1cc(C(F)(F)F)nn1CC(=O)NNC(=S)NCC(C)C
→ -0.2, 9, -1, 8, -4, -1, 15, -10
(46) COc1ccc(N(C(C)C(=O)Nc2cccnc2)S(C)(=O)=O)cc1 (stereo unspecified)
→ -0.4, 7, -5, -7, 14, 2, -21, -1
(47) O=C(CC12CC3CC(CC(C3)C1)C2)NC(=S)NCc1ccco1
→ 0.0, -11, 64*, 17, -11, 3, 29, 27
(48) COc1ccc(/C=N/NC(=O)CC(=O)NCCc2ccccc2)cc1OC
→ 2.4, 4, 5, 7, 6, -1, 7, 5
(49) COc1ccc(-c2csc(NC(=S)NC(=O)/C=C/c3ccc(C(C)C)cc3)n2)cc1OC
→ 0.7, 6, 44, -5, -5, 5, 0, 4
(50) COc1ccc(C2(c3ccc(OC)cc3)NC(=O)N(CC(=O)NCC(F)(F)F)C2=O)cc1
→ 1.9, 5, 5, 20, -4, 0, 10, -12
(51) O=C(NC1CC1)C1CC(=O)N(c2cccc(Cl)c2)C1 (stereo unspecified)
→ 0.4, -1, 14, 13, -11, -5, 0, -7
(52) Nn1cnnc1N/N=C/c1cccc(Cl)c1Cl
→ 1.4, 13, 30, 51*, 9, -1, 38, 52*
(53) CC(C)(C)OC(=O)NNC(=O)c1cccs1
→ -0.6, -20, -24, 11, -45, 0, 21, -8
(54) Cc1ccc(NC(=O)c2cc(=O)c3ccccc3o2)cc1S(=O)(=O)N1CCCCC1
→ -3.1, -5, 18, 28, -8, 4, 23, 4
(55) N=C(N)c1ccc(Cl)cc1
→ -0.1, 1, 9, -6, -3, -1, 4, 16
(56) COc1ccc2c(=O)c(Oc3ccc(C(=O)O)cc3)c(C(F)(F)F)oc2c1
→ 0.6, -108, -69, 3, 36, 4, 24, 5
(57) S=c1[nH]nc(-c2ccc(Cl)cc2Cl)n1-c1ccc2c(c1)OCCO2
→ 1.5, -19, 5, 12, -8, 4, 29, 16
(58) CCOC(=O)Cc1csc(NC(=O)c2ccc(N3CCOCC3)cc2[N+](=O)[O-])n1
→ 1.0, 15, 26, 21, -10, -1, 12, 4
(59) COc1ccc(NC(=O)c2ccc(N3C(=O)C4CC=C(Cl)CC4C3=O)cc2)cc1 (stereo unspecified)
→ -0.9, -43, -7, 6, -5, 1, 1, -16
(60) Cc1cc(NC(=O)CN2CCN(c3ccccn3)CC2)ccc1Br
→ -0.5, 2, 3, 9, -4, 6, 40, 21
(61) COC(=O)c1ccc(OC)cc1OCC(=O)N1CCN(c2ccc(F)cc2)CC1
→ 0.6, 5, 21, 18, 8, -1, 29, 17
(62) C=CCn1c(-c2cccn(Cc3ccc(Cl)cc3)c2=O)n[nH]c1=S
→ -1.1, -17, 23, 10, 14, 1, 3, -13
(63) Cc1cccc(C(=O)Nc2c3c(nn2C(C)(C)C)CS(=O)(=O)C3)c1
→ -0.5, 16, 16, -4, -9, -1, -4, -3
(64) CCCCNC(=O)C1CCC(CNS(=O)(=O)c2ccc(NC(C)=O)cc2)CC1 (stereo unspecified)
→ -1.6, -11, -14, -5, 5, -1, -1, -4
(65) NC(=O)c1ccc(Nc2ccc3c(c2)CCC3)c([N+](=O)[O-])c1
→ 4.0, -44, 29, 26, 2, 3, 30, 25
(66) O=C(CCS(=O)(=O)c1ccccc1Cl)NCc1ccc(F)cc1
→ -2.1, 7, 3, 1, 14, -3, -3, -5
(67) Cc1cccc(-n2nnc(C(=O)Nc3ccc(F)cc3)c2N)c1
→ 3.4, -120, -88, 13, -102, 3, 12, 12
